BCLXL inh = Bcl-xL (human) inhibition. GST-Bcl-xL / FITC-Bim BH3 peptide fluorescence polarization. AID 2129. inhibition, % at 10.9 µM. 0.7% of 320,000 active. Q07817;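 active means inhibition above the mean of all tested compounds plus 3 SD, cutoff set per campaign, cut at about 30% in these data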;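 further: 0% = DMSO wells and 100% = unlabeled Bim-BH3 peptide competitor; inhibitors lower millipolarization by displacing the labeled peptide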
Target sequence (Q07817 whole entry, looked up): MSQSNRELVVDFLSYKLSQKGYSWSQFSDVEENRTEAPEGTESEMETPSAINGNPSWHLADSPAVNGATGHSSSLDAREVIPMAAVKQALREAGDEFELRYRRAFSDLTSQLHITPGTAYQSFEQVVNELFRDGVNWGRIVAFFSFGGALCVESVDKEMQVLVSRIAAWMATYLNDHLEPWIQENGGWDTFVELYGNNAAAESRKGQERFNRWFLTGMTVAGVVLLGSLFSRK
MEX-5 binding = C. elegans MEX-5 TCR-2 RNA binding activity; Q9XUB2; MEX-5/FITC-TCR2 RNA binding, fluorescence polarization; hits give low values; activity score (negative = inhibition of binding), % at 10 µM; 0.38% of 300,000 active;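 active means inhibition past about -25% in most replicates, and total fluorescence under double the plate's negative control median, limit read from the data; inconclusive means replicates evenly split on the limit, or fluorescence at least double controls; inactive means too little inhibition in most replicates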;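 further: 0% = DMSO and -100% = 5 µM competing unlabeled TCR2 RNA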
GLD-1 TGE inh = GLD-1-TGE RNA interaction inhibition (C. elegans); Q17339; purified GLD-1 + fluorescein TGE RNA, fluorescence polarization; inhibition, % at 5.96 µM; 0.44% of 320,000 active; AID 2280;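 active means percent inhibition above a per-plate cutoff, the plate mean of test compounds plus 3 SD, cut at about 30% in these data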;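 further: 0% = DMSO wells with GLD-1 and probe and 100% = wells lacking GLD-1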
PME-1 primary = PME-1 (human) inhibition; Q9Y570; recombinant PME-1, FP-Rh probe fluorescence polarization; inhibition, % at 5.9 µM; 0.53% of 320,000 active; AID 2130;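 active means inhibition above the campaign mean of all compounds plus 3 SD, cut at about 26% in these data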;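 further: competitive labeling of PME-1 active site by serine hydrolase directed probe; 0% = PME-1 with DMSO and 100% = wells lacking PME-1 enzyme; inhibitors block probe labeling so polarization falls and inhibition rises; many of its hits are not listed in these tables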
Target sequence (Q9Y570 whole entry, looked up): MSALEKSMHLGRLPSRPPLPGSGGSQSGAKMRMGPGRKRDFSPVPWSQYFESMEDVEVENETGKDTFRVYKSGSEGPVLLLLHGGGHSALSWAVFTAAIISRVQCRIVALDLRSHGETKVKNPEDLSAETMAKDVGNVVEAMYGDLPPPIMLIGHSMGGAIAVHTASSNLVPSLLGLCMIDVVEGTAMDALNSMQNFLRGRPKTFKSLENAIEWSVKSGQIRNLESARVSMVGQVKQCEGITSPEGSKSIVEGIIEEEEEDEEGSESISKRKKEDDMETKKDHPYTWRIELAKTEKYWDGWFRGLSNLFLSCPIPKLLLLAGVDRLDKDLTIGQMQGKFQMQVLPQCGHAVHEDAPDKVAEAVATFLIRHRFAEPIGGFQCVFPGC
TPT1 inhibitor = C. albicans TPT1 enzyme inhibition; AID 1962; inhibition, % at 5 µM; recombinant caTPT1, FP RNA substrate dephosphorylation; 0.81% of 300,000 active;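 active means inhibition above the mean of all tested compounds plus 3 SD, set per screening campaign, cut at about 24% in these data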;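 further: plate controls were DMSO alone for no effect and ferristatin control at 100 nM for full effect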
PAD4 inh = PAD4 (human) enzyme inhibition; Q9UM07; recombinant PAD4, RCA probe fluorescence polarization; inhibition, % at 6.36 µM; 0.41% of 330,000 active; AID 485272;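 active means percent inhibition above a cutoff equal to the mean of all tested compounds plus 3 SD, cut at about 15% in these data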;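 further: 0% = PAD4 with RCA probe and DMSO and 100% = probe without PAD4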
MCL1-BIM inh = disrupts human MCL1 binding to BIM-BH3 peptide. 0.68% of 320,000 active. inhibition, % at 10.9 µM. Q07820. GST-MCL1 / FITC-Bim-BH3 fluorescence polarization. AID 2057;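 active means inhibition above the mean inhibition of all tested compounds plus 3 SD, set per campaign, cut at about 40% in these data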;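 further: 0% = DMSO wells and 100% = unlabeled Bim-BH3 peptide control; higher means more loss of mP so more displacement of Bim peptide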
Target sequence (Q07820 whole entry, looked up): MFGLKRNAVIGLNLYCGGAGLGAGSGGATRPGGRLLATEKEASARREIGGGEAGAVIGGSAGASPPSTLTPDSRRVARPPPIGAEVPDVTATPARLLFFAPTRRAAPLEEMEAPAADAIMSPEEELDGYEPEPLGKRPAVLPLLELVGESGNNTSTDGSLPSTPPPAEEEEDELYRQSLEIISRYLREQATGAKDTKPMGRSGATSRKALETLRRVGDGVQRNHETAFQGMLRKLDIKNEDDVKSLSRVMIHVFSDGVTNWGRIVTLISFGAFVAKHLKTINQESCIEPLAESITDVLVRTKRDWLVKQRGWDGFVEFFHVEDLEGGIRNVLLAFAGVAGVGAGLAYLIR
Fam108B counter = blocks mouse Fam108B hydrolase in RBBP9 counter-screen. 0.33% of 300,000 active. inhibition, % at 9.51 µM. recombinant Fam108B, FP-Rh probe fluorescence polarization;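 active means inhibition above the screen mean inhibition plus 3 SD, computed separately per campaign, cut at about 18% in these data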;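 further: inhibitors lower polarization as less probe binds the enzyme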
GSTO1 counter = counter-screen for RBBP9 inhibitors: inhibitors of human GSTO1; inhibition, % at 5.96 µM; P78417; AID 1974; recombinant GSTO1, activity-based probe fluorescence polarization; 1.1% of 300,000 active;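 active means inhibition above the campaign mean inhibition plus 3 SD, cut at about 35% in these data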;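 further: 0% = GSTO1-1 with DMSO and 100% = wells lacking GSTO1-1 enzyme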
The depositor's hits bear a star; ? = inconclusive; · = no result given. The list is partial; count on the stated rates, not on these rows.

SMILES	BCLXL inh	MEX-5 binding	GLD-1 TGE inh	PME-1 primary	TPT1 inhibitor	PAD4 inh	MCL1-BIM inh	Fam108B counter	GSTO1 counter
O=C(Cn1nnc(-c2ccc(CN3CCOCC3)cc2)n1)Nc1nc(-c2ccccc2)cs1	-1	-1.1	1	-17	0	-6	-5	-7	-12
CCN(CC)c1ccc(C(=O)OCC(=O)Nc2cc(C)on2)cc1	2	·	1	7	·	6	0	·	·
CC(=O)c1csc(COc2ccc(Cl)cc2)n1	5	-0.7	0	0	-2	0	5	0	-4
Cc1ccc(S(=O)(=O)NC2CC(C)(C)NC(C)(C)C2)cc1	-3	0.6	3	-7	-2	3	0	-6	0
Cc1cc(N/N=C/c2ccncc2)c([N+](=O)[O-])cc1[N+](=O)[O-]	2	-1.6	-3	0	1	4	2	1	5
Fc1ccc(-c2csc(N3CCOCC3)n2)cc1	0	1.4	2	-6	-3	4	4	-1	4
CCc1ccc(NC(=S)NCc2ccccc2)cc1	5	0.2	-1	2	-4	-3	7	3	9
Cc1cc(C)c(-n2nnnc2SCC(=O)c2cc3ccccc3o2)c(C)c1	-8	2.6	1	2	6	1	-9	-2	7
COc1cccc(NC(=O)COc2c(F)c(F)c(C(F)(F)F)c(F)c2F)c1	6	-0.2	4	-10	2	1	-1	0	4
Cc1ccc(NC(=O)c2ccc3c(c2)N(CC(=O)N2CCCCC2)C(=O)C(C)(C)O3)cc1	3	0.2	6	-1	0	-3	7	1	-1
Cc1cc2nc3n(c2cc1C)CC1CC(C(=O)NCc2ccco2)N(C)C31 (stereo not drawn)	-1	-0.3	-6	-5	5	-2	0	-12	-19
NC(=O)c1c(NC(=O)c2cccnc2)sc2c1CCCC2	5	0.1	8	-1	5	0	2	0	-2
C[N+](C)(C)CCOc1ccc([N+](=O)[O-])cc1	3	0.8	-4	0	-3	0	1	0	0
CCCC1CC(CCc2ccccc2)OS(=O)(=O)N1 (stereo not drawn)	4	-2.9	-2	-1	-2	2	10	1	7
Cc1cc(C)n2nc(CCCO)nc2n1	2	2.1	3	0	0	2	-2	0	2
Cc1cc(NC(=O)C(C)SCC(=O)N(Cc2ccccc2)c2ccccc2)no1 (stereo not drawn)	3	3.4	1	-1	-1	3	-2	4	6
CCO/C(C)=C1/SC(=S)NC1=O	2	9.8	-8	-6	22	-1	-4	-4	9
COc1ccc(NC(=O)CN(C)C(=O)c2ccc(N3CCCCC3)c([N+](=O)[O-])c2)cc1	1	-2.9	1	-6	-2	-8	-1	2	5
Cc1ccc(Nc2c([N+](=O)[O-])c(=O)n(C)c3ccccc23)cc1	11	-2.8	2	-2	-1	-6	8	-3	2
COc1ccccc1NC(=O)C1=C(C)Nc2nc(CCCO)nn2C1c1cccnc1 (stereo not drawn)	6	0.4	-1	-5	3	-3	-1	-4	0
Cc1cc(C(=O)NNC(=O)c2ccc(S(=O)(=O)N(C)C)cc2)c(C)o1	3	-2.5	3	4	0	-1	1	1	-4
O=C(COC(=O)c1ccc2ncsc2c1)Nc1cc([N+](=O)[O-])ccc1Cl	-8	·	-3	3	·	0	42*	·	·
Cc1cccc(NC(=O)CCNC(=O)c2ccco2)c1C	4	-0.4	6	6	2	2	2	5	9
CSCc1ccc(C(=O)NC(C)c2cnn(-c3ccccn3)c2C)o1 (stereo not drawn)	4	-0.5	3	-1	-1	4	6	-1	0
CC(C)c1nnc(NC(=O)C2CCN(C(=O)Nc3ccc(Cl)cc3)CC2)s1	8	2.4	-2	-7	-1	-4	4	5	0
CCN(CC)S(=O)(=O)c1ccc(Cl)c(NC(=O)CSc2cccc[n+]2[O-])c1	-8	-1.1	-2	1	0	-5	-13	-2	8
COc1ccccc1C(=O)N/C(=C/c1ccc(Br)cc1)C(=O)NCC(=O)O	5	0.7	6	-6	0	0	8	-3	2
COc1ccc(Oc2c(Cl)cnn(-c3ccc(Cl)c(Cl)c3)c2=O)cc1	-10	-0.3	-4	-1	2	-6	-13	-4	15
COc1ccc(-c2noc(N3CCCC(C(=O)Nc4ccccc4F)C3)n2)cc1 (stereo not drawn)	-19	-0.5	-4	4	15	2	-10	0	2
CC(=O)c1ccc(OC(=O)CCc2ccccc2)cc1	-3	0.3	5	1	-8	1	-6	-1	-3
Cn1ccnc1Sc1ccc(C(N)=O)cc1[N+](=O)[O-]	1	-0.5	-6	-6	1	0	2	-6	0
NC(=O)c1ccc(SCC(=O)OCC(=O)N2CCCCC2)c([N+](=O)[O-])c1	-4	-2.0	5	-1	-1	-4	-4	2	4
COC(=O)c1c(C)[nH]c(C(=O)COC(=O)c2c(C)noc2C)c1C	3	·	2	-5	·	0	3	·	·
Cc1cc(=O)[nH]c(SCc2nnc(-c3ccccc3)o2)n1	5	-0.2	1	-6	1	2	1	-7	-3
COc1ccc(CCNC(=O)Cc2cc(OCc3ccccc3)c(OC)cc2[N+](=O)[O-])cc1OC	-5	2.5	-2	6	-3	-1	-10	6	6
Cc1ccc(C)c(-n2ccnc2SCC(=O)c2c(N)n(C3CC3)c(=O)[nH]c2=O)c1	-26	·	-1	2	·	6	-17	·	·
CC(=O)Nc1ccc(S(=O)(=O)Nc2cccc(-n3cnnn3)c2)cc1	2	2.1	6	1	-2	-1	0	-1	4
COCCn1c(SCC(=O)N2CCCc3ccccc32)nc2cccnc21	-1	2.5	-2	-1	1	0	-3	1	17
COc1ccccc1/C=C/CN1CCC(Oc2ccc(C(=O)N3CCCCC3)cc2)CC1	4	0.9	-3	0	1	-1	1	1	-3
O=C(O)Cc1ccc(C(=O)CSc2ccccc2)s1	-1	-6.2	-5	-2	6	0	10	0	8
CCc1nn(CC(=O)NCCN2CCOCC2)c(=O)c2cc3c(OC)cccc3n12	3	0.5	-7	1	-6	-3	-1	2	3
CCCCOc1ccc(N2CC(C(=O)NCCc3ccc(OC)c(OC)c3)CC2=O)cc1 (stereo not drawn)	1	3.9	-4	-5	1	-4	0	3	-5
CCOC(=O)C(C(=O)OCC)C(C[N+](=O)[O-])c1ccccc1 (stereo not drawn)	-1	-1.9	5	-3	-1	1	-2	-2	4
N#CNC(=Nc1cccc(F)c1)SCc1ccccc1	2	1.3	8	0	-2	-5	-9	-4	1
CC(CC(=O)NNC(=O)c1ccncc1)c1ccccc1 (stereo not drawn)	-2	-0.6	0	1	-1	-5	-2	2	-3
CCOC(=O)COn1c(=O)c(-c2ccco2)[n+]([O-])c2ccccc21	13	-3.0	6	3	0	-2	18	2	11
CCCN1C(=O)C(Cc2nc3ccccc3c(=O)n2-c2ccccc2)c2ccccc21 (stereo not drawn)	3	-0.6	-3	-4	1	0	-1	-3	4
COc1ccc2[nH]cc(C(=O)C(=O)N3CCCCC3)c2c1	4	2.8	4	1	1	3	1	0	-3
Cc1ccc(N2CC(O)Cn3c2nc2c3c(=O)n(C)c(=O)n2C)cc1 (stereo not drawn)	3	0.5	1	14	-3	2	4	0	-1
CC(=O)c1ccc(N2CCN(C(=O)Nc3ccc(F)cc3)CC2)cc1	4	-2.7	-1	3	3	0	4	1	1
O=C(NCc1cccc(F)c1)C1CCC(=O)N(CCc2cccc(F)c2)C1 (stereo not drawn)	2	-1.5	1	5	-5	-2	5	0	-2
COc1cc(C(=O)N2CCN(C)C(C)C2)ccc1OC1CCN(C(C)=O)CC1 (stereo not drawn)	3	0.2	-3	3	-1	-6	3	-1	0
Cc1ccc(S(=O)(=O)Cn2nnnc2C(CC(C)C)N2CCN(C3CCCC3)CC2)cc1 (stereo not drawn)	4	2.9	-2	3	0	-7	1	3	4
Cc1onc(CO)c1C(=O)Nc1nccs1	3	0.0	-2	1	-3	-2	2	2	8
CCCOc1cccc(C2C(C(=O)c3ccco3)=C(O)C(=O)N2CCCn2ccnc2)c1 (stereo not drawn)	11	0.9	-8	-14	10	-8	6	-8	5
Cc1ccc(C(=O)/C=C/Nc2cccc([N+](=O)[O-])c2)o1	1	6.9	-2	8	5	3	-6	5	0
Cc1nn(-c2ccc(F)cc2F)c2c1-c1nc(N3CCCC3)ncc1CC2	-4	-1.3	7	-2	-1	-4	-12	-4	1
Cc1csc(SCC(=O)Nc2cc([N+](=O)[O-])ccc2F)n1	4	·	4	2	·	-5	-2	·	·
O=C(NC1CCCCCC1)c1cc(S(=O)(=O)N2CCOCC2)ccc1F	6	-0.8	7	5	-2	2	8	2	7
CCN(CC)C(=O)c1[nH]cnc1C(=O)Nc1cccc(Cl)c1	0	·	1	5	·	-5	-3	·	·
Remaining list, next part:
SMILES	BCLXL inh	MEX-5 binding	GLD-1 TGE inh	PME-1 primary	TPT1 inhibitor	PAD4 inh	MCL1-BIM inh	Fam108B counter	GSTO1 counter
Cc1cc(OC(=O)c2ccc(Cl)cc2)cc(=O)n1C	-17	-0.5	5	3	-3	0	-14	2	7
O=C1c2ccccc2C(=O)N1CCSc1ccccc1	2	0.6	3	0	3	2	-2	-2	-5
COc1ccc(N(Cc2cc3cccc(C)c3[nH]c2=O)C(=O)C2CCCO2)cc1 (stereo not drawn)	0	0.9	8	-2	-4	-1	1	7	11
COc1ccccc1OCc1csc(NC(=O)c2ccco2)n1	6	-2.5	6	7	6	-2	9	0	-6
COc1ccc(S(N)(=O)=O)cc1C(=O)OCC(=O)NC(C)(C#N)C1CC1 (stereo not drawn)	3	·	-1	7	·	-1	8	·	·
CCOc1ncccc1C(=O)Nc1cccc(-c2nc3cccnc3s2)c1	0	·	3	-9	-2	1	-6	-11	-3
CCc1cc2c(SCC(=O)Nc3cc(C)on3)ncnc2s1	2	0.0	9	3	-1	7	3	-2	4
COC(=O)C1=CN(Cc2ccc(C)cc2)C=C(C(=O)OC)C1c1ccc(F)c(F)c1	2	-1.9	7	7	-3	3	0	-6	-5
CCOCCCNC(=O)c1cccc(NC(=O)C2=C(C)OCCS2)c1	0	-1.2	-3	3	-3	-1	-4	2	0
CCOC(=O)CSc1nc(N)c(C#N)c(-c2ccc(OC)cc2)c1C#N	-3	-2.4	-2	-5	0	-1	-4	5	-8
Cc1cc(OCC(=O)c2ccc(C(F)(F)F)cc2)n2cnnc2n1	5	1.7	1	-1	2	-2	5	-4	-5
Cc1nn(CC(=O)N(C)C2(C#N)CCCCC2)c(C)c1[N+](=O)[O-]	1	·	2	1	·	-3	2	·	·
CNc1snc(C)c1C(=O)OC(C)C(=O)Nc1ccc(F)cc1 (stereo not drawn)	5	·	5	-4	·	-5	0	·	·
O=CNC(n1cnc2c(N3CCOCC3)ncnc21)C(Cl)(Cl)Cl (stereo not drawn)	3	-0.6	6	-2	1	-7	-5	-1	6
O=C(O)CSCC(=O)Nc1ccc(Cl)cc1C(F)(F)F	4	-0.2	7	2	-5	-4	10	3	8
COc1ccc2c(C(=O)CN3CCSCC3)c[nH]c2c1	-4	-3.9	-2	2	2	0	2	3	0
CCc1nc(N[C@@H](Cc2c[nH]c3ccccc23)C(=O)O)c2oc3ccccc3c2n1	0	0.6	2	3	-1	-1	-9	2	-11
O=S(=O)(Nc1nc2ccccc2nc1N1CCN(CCO)CC1)c1cc(F)ccc1F	-6	·	3	0	·	-1	-8	·	·
O=C(Nc1ccc(S(=O)(=O)Nc2nccs2)cc1)c1ccc(F)c(S(=O)(=O)N2CCOCC2)c1	-10	?	-17	-2	20	-3	-14	3	-11
COC(=O)c1ccsc1NC(=O)CN1C(=O)CCC1=O	9	-4.0	5	-3	-2	0	3	0	-1

Screens (PubChem)
